Screens from PubChem.
BoNT A protease: blocks Botulinum neurotoxin A light chain protease | multiplex microsphere protease substrate cleavage, flow cytometry | inhibition, % at 10 µM | 360,000 tested, 0.17% active | AID 588499; also: plate controls were buffer without enzyme for full effect and enzyme alone for no effect
PfHsp40 rescue: restores yeast growth despite PfHsp40 toxicity; S. cerevisiae expressing PfHsp40, growth rescue, ATP luminescence; growth rescue, % at 12.5 µM; 340,000 tested, 0.68% active; AID 504582; in the data active = growth rescue above about 28%, passing the limit was not always enough;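 also: yeast W303a lacking pdr1 and pdr3 grown in galactose medium; growth measured after three days at 30 °C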
Yp Topo-I inh: inhibitors of Yersinia pestis topoisomerase I | Y. pestis Topo-I cleavage product accumulation, plate reader | activity, % at 10 µM | 360,000 tested, 0.064% active | AID 504884; in the data active = activity above about 50%, passing the limit was not always enough; also: inactives centre near 2
3CLpro inhibitor: SARS-CoV 3CLpro protease inhibition; recombinant SARS-CoV 3CLpro, quenched FRET peptide cleavage; inhibition, % at 6 µM; 290,000 tested, 0.14% active; AID 1706; in the data active = inhibition above about 12%
PriA SSB inh: K. pneumoniae PriA-SSBct interaction inhibition; AlphaScreen SSBct-PriA binding, biotinylated peptide; inhibition, % at 33 µM; 430,000 tested, 0.6% active; in the data active = inhibition mostly above about 37%, no sharp cut-off; inactive = mostly below about 20%;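 also: plate controls were negative control peptide for no effect and reference peptide for full effect; strong numbers were not always called active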
BH1578 lux ind: induces V. cholerae light production without autoinducers | 350,000 tested, 0.16% active | V. cholerae BH1578 lux reporter, luminescence, 6 h | activation, % at 18.7 µM; in the data active = activation mostly above about 9.7%, no sharp cut-off; also: not every result past the cut was called active; inactives centre near 0; reference of the scale not given here
Anthrax LF prot: inhibitors of Bacillus anthracis lethal factor protease; P15917; multiplex microsphere protease cleavage assay, LF; inhibition, % at 10 µM; 360,000 tested, 0.12% active; AID 588501; also: plate controls were buffer without enzyme for full effect and enzyme alone for no effect
PrPC surface inh: reduces human prion protein on the cell surface; P04156; cell surface PrPC, TR-FRET read-out; inhibition, % at 13.8 µM; 370,000 tested, 0.43% active; in the data active = inhibition above about 24%; also: 0% = median of the test wells and 100% = reference compound wells
TcdB GH inh: TcdB glycohydrolase inhibition | P18177 | TcdB glycohydrolase enzymatic assay, plate reader | 350,000 tested, 0.24% active | inhibition, % at 9.99 µM; in the data active = inhibition above about 10%
Active calls of the source: *. Rule as the data show it, unless noted: active = inhibition above about 30%; inconclusive = no clear call, values can overlap the other calls; inactive = below that. These rows are one share of the data (hit frequency here may not be typical).

`COc1ccc(CC(=O)Nc2ccc(-c3csc(C)n3)cc2)cc1` gave BoNT A protease -0.6, PfHsp40 rescue -1.1, Yp Topo-I inh -6, 3CLpro inhibitor -1, PriA SSB inh -24, Anthrax LF prot -6 and PrPC surface inh 6.
Cc1cc(=O)oc2c(C)c(OCC(=O)NCCCN3CCCC3=O)ccc12 was read as BoNT A protease 2.6, PfHsp40 rescue -1.3, Yp Topo-I inh 0, 3CLpro inhibitor -3, PriA SSB inh 2, BH1578 lux ind -0.4, Anthrax LF prot 0, PrPC surface inh -3 and TcdB GH inh -0.5.
O=S(=O)(c1ccccc1)c1nc(-c2ccc(Cl)cc2)oc1NCCCN1CCOCC1 was read as BoNT A protease -0.6, PfHsp40 rescue 1.1, Yp Topo-I inh 44, PriA SSB inh 0, BH1578 lux ind -2.9, Anthrax LF prot -3, PrPC surface inh 5 and TcdB GH inh -1.5.
Cc1cc(-c2ccccc2)nc2cc(C(=O)OC(C)C)nn12 was read as BoNT A protease 1.5, PfHsp40 rescue -0.4, Yp Topo-I inh 0, 3CLpro inhibitor -7, PriA SSB inh -34, BH1578 lux ind -0.3, Anthrax LF prot 8, PrPC surface inh -8 and TcdB GH inh 0.5.
For O=C(c1ccc(S(=O)(=O)Nc2ccccc2F)cc1)N1CCCCCC1 the results were BoNT A protease 1.5, PfHsp40 rescue -0.1, Yp Topo-I inh 1, PriA SSB inh -6, BH1578 lux ind inactive, Anthrax LF prot 6, PrPC surface inh -2 and TcdB GH inh 1.6.
Cn1cc(CN2CCN(c3ccccc3)CC2)c2ccccc21 was read as BoNT A protease 3.1, PfHsp40 rescue 1.4, Yp Topo-I inh 9, 3CLpro inhibitor -3, PriA SSB inh 5, BH1578 lux ind -0.2, Anthrax LF prot -13 and PrPC surface inh -9.
`CC(C)CN(C(=O)COC(=O)CCSc1ccc(Cl)cc1)c1c(N)n(Cc2ccccc2)c(=O)[nH]c1=O` gave BoNT A protease 0.0, Yp Topo-I inh 6, BH1578 lux ind -0.8, Anthrax LF prot 4, PrPC surface inh -1 and TcdB GH inh 1.8.
`Cc1ccc(C2C3=C(CC(C)(C)CC3=O)Nc3n[nH]c(C)c32)cc1` (stereo not given) gave BoNT A protease 0.3, PfHsp40 rescue -0.8, Yp Topo-I inh -5, 3CLpro inhibitor 5, PriA SSB inh -5, BH1578 lux ind inactive, Anthrax LF prot 8 and PrPC surface inh 1.
Screening O=C(NCCc1nc2ccc(Cl)cc2[nH]1)C1CCC(=O)N(Cc2cccc(F)c2)C1 (stereo not given) returned BoNT A protease 0.3, PfHsp40 rescue -1.1, Yp Topo-I inh 8, 3CLpro inhibitor -2, PriA SSB inh -7, BH1578 lux ind -0.3, Anthrax LF prot 0, PrPC surface inh 1 and TcdB GH inh 1.1.
`COC(=O)c1c(NC(=O)CN2CCC3(O)CCCCC3C2c2ccc(F)cc2)sc(C)c1C` (stereo not given) gave BoNT A protease -0.3, PfHsp40 rescue 0.6, Yp Topo-I inh 10, 3CLpro inhibitor -2, PriA SSB inh 6, BH1578 lux ind -0.2, Anthrax LF prot -2 and PrPC surface inh 5.

Filtered by structure, the entries above with a Cl atom.
O=S(=O)(c1ccccc1)c1nc(-c2ccc(Cl)cc2)oc1NCCCN1CCOCC1 was read as BoNT A protease -0.6, PfHsp40 rescue 1.1, Yp Topo-I inh 44, PriA SSB inh 0, BH1578 lux ind -2.9, Anthrax LF prot -3, PrPC surface inh 5 and TcdB GH inh -1.5.
`CC(C)CN(C(=O)COC(=O)CCSc1ccc(Cl)cc1)c1c(N)n(Cc2ccccc2)c(=O)[nH]c1=O` gave BoNT A protease 0.0, Yp Topo-I inh 6, BH1578 lux ind -0.8, Anthrax LF prot 4, PrPC surface inh -1 and TcdB GH inh 1.8.
Screening O=C(NCCc1nc2ccc(Cl)cc2[nH]1)C1CCC(=O)N(Cc2cccc(F)c2)C1 (stereo not given) returned BoNT A protease 0.3, PfHsp40 rescue -1.1, Yp Topo-I inh 8, 3CLpro inhibitor -2, PriA SSB inh -7, BH1578 lux ind -0.3, Anthrax LF prot 0, PrPC surface inh 1 and TcdB GH inh 1.1.

New compounds follow.
Screening CCS(=O)(=O)c1ccc2c(c1)N(S(=O)(=O)c1ccc(OC)cc1)CC(C(=O)O)O2 (stereo not given) returned BoNT A protease -3.2, PfHsp40 rescue -0.3, Yp Topo-I inh -1, 3CLpro inhibitor -8, PriA SSB inh -17, BH1578 lux ind inactive, Anthrax LF prot -7 and PrPC surface inh 6.
Cc1ccc(C2C(C#N)=C(N)N(c3cccnc3)C3=C2C(=O)CCC3)c(C)c1 (stereo not given) was read as BoNT A protease -0.8, PfHsp40 rescue -0.5, Yp Topo-I inh 3, 3CLpro inhibitor 3, PriA SSB inh 0, BH1578 lux ind inactive, Anthrax LF prot -15, PrPC surface inh -1 and TcdB GH inh -1.0.
`COc1ccc(OCCSc2ncnc3nc[nH]c23)cc1` gave BoNT A protease -0.4, PfHsp40 rescue 0.3, Yp Topo-I inh 5, 3CLpro inhibitor -2, PriA SSB inh 0, Anthrax LF prot -9, PrPC surface inh 5 and TcdB GH inh 0.6.
`C/C(=N\N=C1/SC(CC(=O)O)C(=O)N1c1ccccc1)c1ccc(C)cc1` (stereo not given) gave BoNT A protease -1.3, PfHsp40 rescue 3.7, Yp Topo-I inh -7, 3CLpro inhibitor 3, BH1578 lux ind -0.8, Anthrax LF prot 4, PrPC surface inh -1 and TcdB GH inh -1.0.
`COc1cccc(NC(=O)CN(C)C(=O)Cc2ccc(Cl)cc2Cl)c1` gave BoNT A protease 2.3, PfHsp40 rescue 0.9, Yp Topo-I inh 5, 3CLpro inhibitor -6, PriA SSB inh -7, BH1578 lux ind -5.6, Anthrax LF prot 15, PrPC surface inh 4 and TcdB GH inh 1.1.
For CCc1nn(C(C)C(=O)NCCc2ccc(OC)c(OC)c2)c(=O)c2cc3occc3n12 (stereo not given) the results were BoNT A protease -1.0, PfHsp40 rescue -0.3, Yp Topo-I inh -5, 3CLpro inhibitor 3, PriA SSB inh -9, BH1578 lux ind inactive, Anthrax LF prot 7 and PrPC surface inh 0.
Screening CCN(Cc1ccncc1)Cc1nc(Cc2ccccc2Cl)no1 returned BoNT A protease 0.0, PfHsp40 rescue -0.2, Yp Topo-I inh 7, 3CLpro inhibitor 1, PriA SSB inh -6, BH1578 lux ind 8.3, Anthrax LF prot -4, PrPC surface inh 6 and TcdB GH inh 0.5.
Screening CC(=O)Oc1cccc(C(=O)Nc2ccccc2C(=O)N2CCCC2)c1 returned BoNT A protease -0.9, PfHsp40 rescue 0.2, Yp Topo-I inh -7, 3CLpro inhibitor -1, PriA SSB inh -1, BH1578 lux ind inactive, Anthrax LF prot 0, PrPC surface inh -7 and TcdB GH inh 0.6.
For O=C(NCc1ccncc1)C1Cc2c(-c3ccc4c(c3)OCO4)ccnc2O1 (stereo not given) the results were BoNT A protease 0.2, Yp Topo-I inh -6, BH1578 lux ind inactive, Anthrax LF prot 3, PrPC surface inh 1 and TcdB GH inh 0.3.
`CCOC1Cc2ccccc2N(C(N)=O)c2ccccc21` (stereo not given) gave BoNT A protease -0.7, PfHsp40 rescue -0.5, Yp Topo-I inh 4, 3CLpro inhibitor 1, PriA SSB inh -8, BH1578 lux ind 1.1, Anthrax LF prot 2 and PrPC surface inh 2.
COCC(=O)Nc1cc(C(=O)OC)cc(C(=O)OC)c1 was read as BoNT A protease -1.2, PfHsp40 rescue -0.9, Yp Topo-I inh 3, 3CLpro inhibitor -5, PriA SSB inh -9, BH1578 lux ind -0.3, Anthrax LF prot -2, PrPC surface inh -7 and TcdB GH inh -0.1.
For O=C(Cc1c(F)cccc1Cl)Nc1ccon1 the results were BoNT A protease -0.6, PfHsp40 rescue -0.9, Yp Topo-I inh 4, 3CLpro inhibitor 2, PriA SSB inh -19, BH1578 lux ind -6.2, Anthrax LF prot 0 and PrPC surface inh 3.
`COc1ccc(-n2c(SCc3ccc([N+](=O)[O-])cc3)nnc2-c2ccccc2)cc1` gave BoNT A protease 0.1, PfHsp40 rescue 3.9, Yp Topo-I inh 29, 3CLpro inhibitor -3, PriA SSB inh -5, BH1578 lux ind -0.3, Anthrax LF prot -2 and PrPC surface inh 1.
CC1(C)Cc2c(sc3nc(SCC(=O)O)nc(N)c23)CO1 was read as BoNT A protease 1.7, PfHsp40 rescue 0.5, Yp Topo-I inh 8, 3CLpro inhibitor -1, PriA SSB inh -8, BH1578 lux ind inactive, Anthrax LF prot -13, PrPC surface inh -2 and TcdB GH inh 0.1.
`COc1cccc(NC(=O)[C@@H]2CCC(=O)N2C2OC(=O)c3ccccc32)c1` (stereo not given in full) gave BoNT A protease -0.1, PfHsp40 rescue -1.6, Yp Topo-I inh -8, 3CLpro inhibitor 0, PriA SSB inh 1, BH1578 lux ind -0.5, Anthrax LF prot 4, PrPC surface inh 5 and TcdB GH inh 1.6.
CC(=O)Nc1cccc(N2C(=O)CC(N3CCC(C(=O)N4CCCCC4)CC3)C2=O)c1 (stereo not given) was read as BoNT A protease 0.3, PfHsp40 rescue -1.9, Yp Topo-I inh -1, 3CLpro inhibitor 0, PriA SSB inh -5, BH1578 lux ind -0.6, Anthrax LF prot -3 and PrPC surface inh 1.
`Cc1cccc(C)c1-n1nnnc1C(c1ccnc2ccccc12)N1CCN(C(=O)OCc2ccccc2)CC1` (stereo not given) gave BoNT A protease 0.2, Anthrax LF prot -5, PrPC surface inh 8 and TcdB GH inh 1.1.
For O=C(Nc1ccccc1N1CCN(C(=O)c2ccccc2)CC1)c1cccc(Cl)c1 the results were BoNT A protease -0.4, PfHsp40 rescue -1.3, Yp Topo-I inh 4, 3CLpro inhibitor 2, PriA SSB inh 0, BH1578 lux ind -0.8, Anthrax LF prot 0, PrPC surface inh -8 and TcdB GH inh 1.3.
CC(C(=O)N1CCCCC1)N(C)CC(=O)Nc1ccc(Cl)cc1 (stereo not given) was read as BoNT A protease 0.0, PfHsp40 rescue 1.8, Yp Topo-I inh -3, 3CLpro inhibitor 0, PriA SSB inh -12, BH1578 lux ind inactive, Anthrax LF prot -3, PrPC surface inh 3 and TcdB GH inh 0.4.
Screening CCCn1cc(CN2CCC(n3nccc3NC(=O)c3ccccc3)CC2)c(C)n1 returned BoNT A protease -1.9, PfHsp40 rescue -1.6, Yp Topo-I inh 2, 3CLpro inhibitor -2, PriA SSB inh 4, BH1578 lux ind -1.0, Anthrax LF prot 1, PrPC surface inh -8 and TcdB GH inh -0.4.
Cc1ccc(SCC(=O)OCC(=O)NC(C)c2ccc(F)cc2)cc1 (stereo not given) was read as BoNT A protease 1.1, PfHsp40 rescue -1.4, Yp Topo-I inh 16, PriA SSB inh 2, BH1578 lux ind -0.1, Anthrax LF prot -3, PrPC surface inh -1 and TcdB GH inh -1.3.
O=C(CCc1ccc(S(=O)(=O)NCCc2ccccc2)cc1)Nc1ccc2c(c1)OCO2 was read as BoNT A protease -2.1, PfHsp40 rescue 1.5, Yp Topo-I inh 5, 3CLpro inhibitor -1, PriA SSB inh 2, BH1578 lux ind -4.2, Anthrax LF prot -7, PrPC surface inh 8 and TcdB GH inh -18.
For CCOC(=O)Cn1c(S(=O)(=O)Cc2ccccc2Cl)nc(-c2ccccc2)c1-c1ccccc1 the results were BoNT A protease -1.2, PfHsp40 rescue -0.7, Yp Topo-I inh 26, 3CLpro inhibitor 3, PriA SSB inh 9, BH1578 lux ind -0.9, Anthrax LF prot -5 and TcdB GH inh 1.0.

Already shown: entries from further up.
`COc1ccc(CC(=O)Nc2ccc(-c3csc(C)n3)cc2)cc1` gave BoNT A protease -0.6, PfHsp40 rescue -1.1, Yp Topo-I inh -6, 3CLpro inhibitor -1, PriA SSB inh -24, Anthrax LF prot -6 and PrPC surface inh 6.
Cc1cc(=O)oc2c(C)c(OCC(=O)NCCCN3CCCC3=O)ccc12 was read as BoNT A protease 2.6, PfHsp40 rescue -1.3, Yp Topo-I inh 0, 3CLpro inhibitor -3, PriA SSB inh 2, BH1578 lux ind -0.4, Anthrax LF prot 0, PrPC surface inh -3 and TcdB GH inh -0.5.
